IP6K1 inhibitor – Primary qHTS assay for small molecule inhibitors of Inositol hexaphosphate kinase 1 (IP6K1); IP6K1 kinase, ADP-Glo luminescence, 2 h; active compounds read low; 140,000 compounds, 0.81% hits; AID 1645851, 2021; activity change, % (series mostly up to about 58 µM); Inositol hexakisphosphate kinase 1 (Homo sapiens), Q92551; in the data active = activity change below about -25%
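ADP-Glo luminescence measures ADP made by human IP6K1 during a 2 h RT reaction with ATP/IP6 (mix at 1.3 mM/130 uM); top library doses 57.5 and 19.1 uM final.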
HEK293 tox – Cytotoxic Profiling in HEK 293 Cell Line of Diverse Libraries Using Quantitative High-Throughput Screening. 94,000 compounds, 6.6% hits. AID 1345083, 2018. HEK 293 viability, ATP luminescence (CellTiter-Glo), 48-72 h. Potency, µM (titrated, usually from 115 µM), inactives show at the top dose activity change, negative = cytotoxicity, actives largely listed as inhibitors; note: potency is the fitted concentration of half-maximal effect; nearly all actives have a fitted effect of over 60% in size
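Viability of HEK 293 cells, plated at 250 cells/well, was judged by cellular ATP after compound treatment for 48 or 72 hr. Luminescence was imaged 10 min after CellTiter-Glo addition at room temperature.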
HEK293 viab – GF-AFC viability counterscreen for inhibitors of alpha-synuclein gene (SNCA) expression | AID 1671193, 2021 | 150,000 compounds, 0.12% hits | HEK-293-SNCA-luc viability, GF-AFC fluorescence, 24 h | Potency, µM (doses to about 57.1 µM), for inactives: at the top dose activity change, negative = cytotoxicity, most hits filed as cytotoxic;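 note: potency is the fitted concentration of half-maximal effect; 0% = DMSO-treated cells and -100% = medium-only wells without cells; nearly all actives have a fitted effect of over 30% in size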
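Cytotoxicity counterscreen: after 24 h compound treatment of genome-edited SNCA-luciferase HEK-293 cells, live-cell protease substrate GF-AFC read by fluorescence after 30 min; activity scaled between DMSO (0%) and medium-only (-100%), curves Hill-fitted.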
GPT2 inhibitor – Primary qHTS assay for inhibitors of Glutamate pyruvate transaminase 2 (GPT2); 100,000 compounds, 0.25% hits; Alanine aminotransferase 2 (Homo sapiens), Q8TD30; Recombinant GPT2, coupled pyruvate oxidase/HRP Amplex Red fluorescence; Potency, µM (top dose mostly 57.7 µM), for inactives: at the top dose activity change, negative = inhibition, actives largely listed as inhibitors; note: potency is the fitted concentration of half-maximal effect; nearly all actives have a fitted effect of over 60% in size; many of its hits are not listed in these tables
Target sequence (Q8TD30 whole entry, looked up): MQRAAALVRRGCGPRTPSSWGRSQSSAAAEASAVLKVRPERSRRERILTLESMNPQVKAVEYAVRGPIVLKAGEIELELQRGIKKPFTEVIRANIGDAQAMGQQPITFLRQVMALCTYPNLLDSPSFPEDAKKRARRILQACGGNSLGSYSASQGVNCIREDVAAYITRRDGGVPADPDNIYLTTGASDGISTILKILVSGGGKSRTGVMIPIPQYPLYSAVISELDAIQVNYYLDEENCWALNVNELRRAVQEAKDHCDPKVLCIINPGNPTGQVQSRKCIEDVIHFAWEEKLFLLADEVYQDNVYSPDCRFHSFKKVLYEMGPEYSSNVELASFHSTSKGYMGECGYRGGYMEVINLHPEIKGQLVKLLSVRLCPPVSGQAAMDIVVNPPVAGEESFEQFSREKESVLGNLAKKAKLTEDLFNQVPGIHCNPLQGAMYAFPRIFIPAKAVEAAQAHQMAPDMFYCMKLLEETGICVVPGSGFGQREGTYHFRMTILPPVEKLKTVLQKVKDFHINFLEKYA
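Fluorescence of coupled pyruvate oxidase/HRP/Amplex Red system (50uM Amplex, 30 min, dark) reports pyruvate formed by GPT2. Enzyme reaction: 10ng/uL GPT2, 2mM L-alanine, 250uM a-KG, 30 min room temperature, pH 7.5; 50uM AOA control.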
3T3 cytotox – Cytotoxic Profiling in NIH 3T3 Cell Line of Diverse Libraries Using Quantitative High-Throughput Screening | NIH 3T3 viability, CellTiter-Glo ATP luminescence, 48-72 h | Potency, µM (titrated, usually from 96.7 µM), inactives show top-dose activity change, negative = cytotoxicity, most hits filed as inhibitors | 94,000 compounds, 4.3% hits | AID 1345082, 2018; note: potency is the fitted concentration of half-maximal effect; nearly all actives have a fitted effect of over 55% in size
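Mouse fibroblast NIH 3T3 cells, 400 per well, received compound via pintool and were incubated for 48 or 72 hr prior to CellTiter-Glo ATP luminescence measurement.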
Luciferase inh – Firefly luciferase inhibition profiling of diverse chemical library using quantitative high-throughput screening. Potency, µM (titrated, usually from 115 µM), for the others: at the top dose activity change, negative = inhibition, hits mostly inhibitors. AID 1347043, 2019. Luciferin 4-monooxygenase (Photinus pyralis), P08659. purified P. pyralis luciferase, luminescence, biochemical. 76,000 compounds, 2.5% hits; note: potency is the fitted concentration of half-maximal effect; nearly all actives have a fitted effect of over 65% in size
Target sequence (P08659 whole entry, looked up): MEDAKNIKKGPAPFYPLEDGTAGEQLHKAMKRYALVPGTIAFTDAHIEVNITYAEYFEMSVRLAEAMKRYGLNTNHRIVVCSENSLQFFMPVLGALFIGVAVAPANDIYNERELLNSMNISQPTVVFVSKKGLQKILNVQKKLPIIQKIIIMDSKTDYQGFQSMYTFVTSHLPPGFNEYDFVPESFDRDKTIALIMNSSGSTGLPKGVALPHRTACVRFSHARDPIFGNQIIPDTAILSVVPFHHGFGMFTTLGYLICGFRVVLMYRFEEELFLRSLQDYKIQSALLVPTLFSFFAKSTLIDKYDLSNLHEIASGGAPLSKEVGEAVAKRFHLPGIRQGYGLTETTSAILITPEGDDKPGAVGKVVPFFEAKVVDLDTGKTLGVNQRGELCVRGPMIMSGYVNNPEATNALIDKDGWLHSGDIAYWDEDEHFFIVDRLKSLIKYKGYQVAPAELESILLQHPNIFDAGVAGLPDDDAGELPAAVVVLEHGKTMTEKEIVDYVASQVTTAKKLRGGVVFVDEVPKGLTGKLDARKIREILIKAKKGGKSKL
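FLuc 10nM, D-luciferin 10uM, ATP 10uM, Mg acetate 10mM, Tris acetate pH 7.5, Tween/BSA; cpd qHTS; enzyme added last; CCD luminescence.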
SNCA expr inhib – Primary qHTS assay for inhibitors of alpha-synuclein gene (SNCA) expression; HEK-293 SNCA-luciferase knock-in, luminescence, 24 h; Potency, µM (doses to about 57.2 µM), for the others: at the top dose activity change, negative = inhibition, usual class: inhibitors; 140,000 compounds, 0.17% hits; AID 1671194, 2021;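 note: potency is the fitted concentration of half-maximal effect; plate controls were DMSO cells for no effect and cell-free wells for full effect; nearly all actives have a fitted effect of over 45% in size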
Starred values were filed as active, the others as inactive; i = inactive; ? = inconclusive; . = no result given; & = joins results of further samples; [ ] = another dose, or the depositor's remark. Unless noted, calls come from the whole dose curve; as a rule, active = well fitted curve in the direction sought with a large enough effect; inconclusive = small, poorly fitted or top-dose-only effect, or another doubt; inactive = no such curve, though single readings can be large; an effect the other way counts as inactive or inconclusive. Unless noted, % is set by controls: 0 for no effect and ±100 for the full control effect. An excerpt; the hit share may differ from the screen's.

SMILES | HEK293 tox | SNCA expr inhib | 3T3 cytotox | Luciferase inh | GPT2 inhibitor | IP6K1 inhibitor | HEK293 viab
Cc1ccccc1CC(=O)NCc1nnc2ccc(-c3ccccc3)nn12 | ? | -7% | -33% | 9% | 4% | 2 | -12%
CCOC(=O)N1CCC(N2CCCCC(N)C2)CC1 (stereo not given) | i | -6% | -2% | 2% | -9% | -15 | 2%
C=CCNC(=O)N[C@H]1CCN2C(=O)c3cc(-c4cccc(C)c4C)ccc3NC(=O)[C@@H]2C1 | ? | 15%[87.6 µM] | ? | -5%[172 µM] | -7%[88.5 µM] | 10 | -8%[87.6 µM]
Cc1cccc(CS(=O)(=O)CC2Nc3ccc(C(=O)NCc4ccccc4)cc3NC2=O)c1 (stereo not given) | . | ? | . | . | . | 14 | 2%
Fc1ccc2c(c1)nc1n2[C@@H](CNCc2ccccc2)COC1 | ? | -18%[87.6 µM] | ? | 4%[172 µM] | 5%[88.5 µM] | -9 | -2%[87.6 µM]
Cc1cccc(-c2nnn3c2nc(NCCc2ccc(S(N)(=O)=O)cc2)c2ccccc23)c1 | . | 5% | . | . | . | 11 | 5%
CCOc1ccccc1-n1nnc(-c2nsc(NC(=O)c3ccc(C)cc3)n2)c1C | . | ? | . | . | . | 14 | 4%
CCN(CCOc1ccc(F)cc1)C(=O)c1cnc(NC(C)C)nc1 | ? | 1% | ? | -2% | -13% | -3 | 2%
COc1ccc(NS(=O)(=O)c2ccc3c(c2)[C@H]2C=CC[C@H]2[C@@H](c2ccc(C(=O)O)cc2)N3)cc1 | . | 18% | . | . | . | -58* | -15%
CCc1nc(NC(=O)Cn2nc3c(cc2=O)CCCC3)sc1C | -20% | -5% | -17% | 0% | ? | 11 | -9%
CCN(C(=O)CC1COc2ccc(C(=O)N(C)C)cc2N1C)C1CC1 (stereo not given) | -6% | 10% | -22% | 1% | i | -6 | -3%
COc1ccc(CCC(=O)N2CCC(N3CC(OC)C34CCOCC4)CC2)cc1 (stereo not given) | -7% | 44%[activator] | -8% | -9% | 1% | 4 | 1%
COc1ccccc1Nc1ccnc(N2CCC(NC(=O)NC3CCCC3)CC2)n1 | ? | 14% | ? | . | -17% | -1 | -5%[12.5 µM]
O=C(C1CCC1)N1CC2CC(C1)[C@H]1CCCC(=O)N1C2 (stereo not given in full) | 2% | ? | i | 1% | i | -6 | 0%
Cc1ccc(C(C)C)c(OCC(=O)N2CCC(c3nc4ccccc4o3)CC2)c1 | . | ? | . | . | . | 39 | 3%
O=C(NCCN1CCOCC1)C1CN(S(=O)(=O)c2ccccc2)CC12CCCCC2 (stereo not given) | -6% | -2% | 0% | 9% | -7% | 4 | 13%
CCN1CCC2(Cc3ccccc3CN(C(=O)Cc3ccc(OC)cc3)C2)C1 (stereo not given) | -10% | -4% | -1% | . | -1% | -12 | 5%
COc1ccc(-c2nc(SCC(=O)NCC3CCCO3)c(-c3ccc(C)cc3)[nH]2)cc1OC (stereo not given) | . | 54%[activator] | . | . | . | 6 | -12%
CC(C)(C)C(=O)N1CCC2(COc3ncccc3[S+](=O)([O-])N2)C1 (stereo not given) | -4% | -12% | -14% | . | -8% | 2 | 6%
COc1ccc(-c2nnc(C[C@@H]3C[C@@H](C(C)C)[C@H](CN(C)CCc4ccccn4)C=C3C)o2)cc1 | 22µM* | ? | 35µM* | 6% | ? | 16 | ?
COc1ccc(-c2cc(N3CCCN(C(=O)c4ccccc4)CC3)n[nH]2)cc1 | ? | 18% | -11% | 1% | -1% | 10 | -5%
O=C(NCCc1csc(-c2ccc(F)cc2)n1)c1cccc(F)c1 | . | -23% | . | . | . | 35 | -7%
CCCCNC(=O)c1ccc2c(c1)NC(=O)C(CS(=O)(=O)Cc1ccc(C)cc1)N2 (stereo not given) | . | ? | . | . | . | 8 | -1%
Cc1cc(C)c(CNC(=O)c2cc(-c3cnn(C)c3)cc3c2OCCN3C)c(=O)[nH]1 | -21%[172 µM] | 24%[87.6 µM] | ? | 11%[172 µM] | i | -21 | -6%[87.6 µM]
CCOC(=O)c1c(C)n(-c2ccccc2)c2ccc(OC(=O)c3c(F)cccc3F)cc12 | . | 4% | . | . | . | 5 | 19%
CC(C)Oc1ccc(C(=O)N2CCN(c3nc4c(F)cc(F)cc4s3)CC2)cc1 | . | 2% | . | . | . | 18 | 13%
COc1cccc(C(=O)N2CCC(N3C[C@H](O)C[C@H]3C(=O)NCc3ccccc3F)CC2)c1 | i | 1% | -5% | 7% | i | 4 | 4%
CN(C)c1cccc(C(=O)Nc2ccc3c(N4CCOCC4)ncnc3c2)c1 | ? | 56%[activator] | -66% | 13µM* | -10% | 17 | -24%
O=C1Nc2ccccc2Oc2cc(Oc3ccccc3)ccc21 | . | 21% | . | . | . | -4 | 4%
COc1cccc(CNC(=O)c2cc3cccc4c3n2CC(C)S4)c1OC (stereo not given) | . | ? | . | . | . | 12 | 0%
O=C(NC1CCCC1)N1CC(Oc2ccc(-c3nc(-c4ccccc4)no3)cc2)C1 | ? | 19% | -21% | ? | i | 6 | -5%
CN(C)c1cccc(-c2ncc3c(n2)OCCN(c2ccccc2)C3=O)c1 | ? | 12%[87.6 µM] | ? | 1.6µM* | 2%[88.5 µM] | -9 | -11%[87.6 µM]
COCCO[C@H]1C(=O)N(C2CCN(C(=O)CCn3cccn3)CC2)[C@H]1c1ccncc1 | 0% | 8% | i | 1% | i | 7 | 0%
Cc1ccccc1NC(=O)Cn1c(=O)n(Cc2ccc3c(c2)OCO3)c(=O)c2ccccc21 | . | -27% | . | . | . | -15 | -11%
Cc1ccc(C)c(Cn2cnc3ccccc3c2=O)c1 | . | -22% | . | . | . | -4 | -28%
CCC1(C(=O)NC2CCCCC2)CCCCC(=O)N1 (stereo not given) | ? | 12% | -7% | 4% | i | 8 | 1%
CC(C)N1C[C@@H]2C[C@H]1C(=O)N(Cc1ccccc1)c1ccccc1O2 | ? | -13%[87.6 µM] | 50µM* | -4%[172 µM] | -14%[88.5 µM] | 12 | -2%[87.6 µM]
CCc1ccc(C(=O)c2cn(CC(=O)Nc3ccc(OC)c(OC)c3)c3ccc(C)cc3c2=O)cc1 | . | ? | . | . | . | -15 | -12%
COc1cccc(N2CCN(C(=O)CN3CCSc4ccc(S(=O)(=O)N(C)C)cc43)CC2)c1 | . | -16% | . | . | . | 13 | -10%
COCCNC(=O)CN1CN(c2ccccc2)C2(CCN(C(=O)NC3CCCCC3)CC2)C1=O | ? | 21% | ? | -14% | i | -6 | 4%

Given with two lines to a compound: entries from further up.
Order of values – HEK293 tox	SNCA expr inhib	3T3 cytotox	Luciferase inh	GPT2 inhibitor	IP6K1 inhibitor	HEK293 viab
> COCCO[C@H]1C(=O)N(C2CCN(C(=O)CCn3cccn3)CC2)[C@H]1c1ccncc1
    0%	8%	i	1%	i	7	0%
> Cc1ccccc1NC(=O)Cn1c(=O)n(Cc2ccc3c(c2)OCO3)c(=O)c2ccccc21
    .	-27%	.	.	.	-15	-11%

New compounds follow
SMILES | HEK293 tox | SNCA expr inhib | 3T3 cytotox | Luciferase inh | GPT2 inhibitor | IP6K1 inhibitor | HEK293 viab
Cc1ccccc1NC(=O)c1ccc(NC(=O)N2CCSc3ncccc32)cc1 | . | 40% | . | . | . | 21 | 15%
CC(=O)c1ccc(Nc2ccc3cc(S(=O)(=O)N4CCCC4)ccc3n2)cc1 | . | 17% | . | . | . | 20 | -5%
CCCCC1C(=O)N(C)CCN1c1nc2c(s1)c(C)nn2C (stereo not given) | -29% | 14% | -11% | 1% | ? | 11 | 1%
O=C(NCCC1CCN(C(=O)Nc2ccc(F)cc2)CC1)c1ccccc1F | -29% | -13% | -19% | -18% | i | -4 | -10%
O=C(NCCOc1ccccc1)c1cc(COc2ccccc2)[nH]n1 | ? | 3% | ? | -3% | i | -8 | -5%
Cn1nc(C(=O)N2C[C@@H](Oc3cccnc3)C[C@H]2C(=O)N2CCOCC2)c2ccccc21 | -2% | 0% | ? | -3% | -3% | 9 | 1%
COc1ccccc1NC(c1ccc(Cl)cc1)c1nnc(-c2cccc(F)c2)o1 (stereo not given) | . | 8% | . | . | . | -7 | 1%
Cc1cc2cc(-c3c(C)noc3C)nc(Nc3ccn(C)n3)c2o1 | ? | 21%[87.6 µM] | ? | -2%[172 µM] | -2%[88.5 µM] | -12 | -8%[87.6 µM]
O=C(C1CC(=O)N(C2CCCC2)C1)N1CCN(c2ccc(Cl)cn2)CC1 (stereo not given) | ? | -1% | ? | 2% | ? | 3 | -9%
COc1cccc(-c2ccc(CN3CCCC(NC(=O)Nc4ccc(Cl)cc4)C3)cc2)c1 (stereo not given) | ? | ? | ? | . | i | 6 | ?
Cc1ccc(CNc2ncnc3c2nnn3C)cc1 | . | 44%[activator] | . | . | . | -12 | 0%
O=C(c1ccccc1-c1ncc[nH]1)N1CC[C@@H](c2ccc3c(c2)OCO3)[C@H](O)C1 | -6% | -11% | -11% | -12% | 2% | 22 | 3%
O=C(O)c1cccc(C2CCCN(C(=O)c3ccccc3-n3cccn3)C2)c1 (stereo not given) | -10% | 10% | -11% | -15% | 0% | -10 | 5%
CC[C@H]1CN(C(=O)Nc2cccc(C(F)(F)F)c2)CC[C@H]1CC(=O)N1CCOCC1 | -1%[172 µM] | 29%[87.6 µM] | -6%[174 µM] | 3%[172 µM] | 3%[88.5 µM] | -6 | 2%[87.6 µM]
Nc1nc2c(c(=O)[nH]1)CCN(C(=O)CC(c1ccccc1)c1ccco1)C2 (stereo not given) | -13% | 11% | i | -6% | 1% | 16 | 9%
CN(C(=O)Nc1ccc(Cl)cc1)C1CCc2ccccc21 (stereo not given) | ? | 93%[activator][87.6 µM] | -28%[138 µM] | -30%[172 µM] | 4%[88.5 µM] | -1 | -11%[87.6 µM]
COCCOC1CN(C2CCN(C(=O)c3ccc(OC)cc3)CC2)C12CCCCC2 (stereo not given) | -17% | -4% | -11% | -7% | i | 3 | -6%
Cc1noc([C@H]2CCN(S(C)(=O)=O)C[C@H]2NC(=O)C2CC2)n1 | 3% | 16% | -24% | -6% | -29% | 21 | 3%
CC(C)c1nc2c(c(-c3ccc(O)cc3)n1)CN(Cc1ccsc1)CC2 | ? | -30% | ? | 9% | i | -5 | -3%
Cc1ccc(N2C(=O)NC(NS(=O)(=O)c3ccc(Cl)cc3)(C(F)(F)F)C2=O)cc1C (stereo not given) | . | -2% | . | . | . | -10 | -1%
COCCCN1CCC(NC(=O)c2cc(Cl)c(N)c3c2OCC3)CC1 | . | 131%[activator] | . | . | -5%&-7% | 36 | 4%

Screening results deposited in PubChem by National Center for Advancing Translational Sciences (NCATS).
